Source: PubChem
UDG counterscr: Primary qHTS assay for inhibitors of Activation Induced Cytidine Deaminase (AID): UDG Counterscreen signal; Uracil-DNA glycosylase; Potency, µM (series often up to 115 µM), for inactives: at the top dose activity change, negative = inhibition, hits mostly inhibitors; 91,000 compounds, 0.14% hits; AID 1347430, 2020; FRET deamination/UDG coupled assay, UDG read, 4 h; note: nearly all actives have a fitted effect of over 65% in size
AID inhibitor: Primary qHTS assay for inhibitors of Activation Induced Cytidine Deaminase (AID): AID signal; Single-stranded DNA cytosine deaminase (Homo sapiens), Q9GZX7; AID deamination FRET fluorescence, UDG-coupled, 4 h; Potency, µM (top dose mostly 115 µM), for inactives: top-dose activity change, negative = inhibition, usual class: inhibitors; 91,000 compounds, 0.32% hits; AID 1347428, 2020; note: nearly all actives have a fitted effect of over 25% in size
Target sequence (Q9GZX7 whole entry, looked up): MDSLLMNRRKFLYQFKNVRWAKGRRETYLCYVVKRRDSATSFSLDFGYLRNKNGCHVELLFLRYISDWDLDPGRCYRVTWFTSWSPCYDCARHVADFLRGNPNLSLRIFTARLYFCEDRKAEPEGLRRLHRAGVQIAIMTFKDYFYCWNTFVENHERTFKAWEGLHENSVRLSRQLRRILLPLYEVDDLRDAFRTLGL
Active calls of the source: *; ? = inconclusive; & = joins results of further samples; [ ] = dose if it differs, or a comment. Calls come from the whole dose curve; as a rule, active = well fitted curve in the direction sought with a large enough effect; inconclusive = small, poorly fitted or top-dose-only effect, or another doubt; inactive = no such curve, though single readings can be large; an effect the other way counts as inactive or inconclusive. % is set by controls: 0 for no effect and ±100 for the full control effect; potency is the fitted concentration of half-maximal effect. Only part of the results is shown. The share of hits here may be higher or lower than overall.

Molecule,AID inhibitor,UDG counterscr
Cc1cccn2c3c(c(=O)nc12)C(c1cccc(F)c1)CC(=O)N3 (centres undefined),11.1%,13.3%
COc1ccccc1C(C1=C(O)CC(C)(C)CC1=O)C1=C(O)CC(C)(C)CC1=O,0.1%,0.1%
O=C(Nc1cccc(-c2nc3cc(Cl)ccc3o2)c1)c1ccc(Br)o1,6.4%,0.7%
Cc1ccc(C(=O)Nc2ccc3oc(C)nc3c2)c(C)c1,-0.1%,4.9%
CCCNC(=O)NC(=O)Cn1nnc(-c2ccc(F)c(C)c2)n1,-0.3%,-0.8%
CCOC(=O)c1ccc(NC(=O)c2cn3c4c(ccc(Cl)c4c2=O)OC(C)C3)cc1 (centres undefined),3.1%,-11.1%
COc1ccc(-c2ccc(NS(=O)(=O)c3ccc(C(C)=O)cc3)cc2)nn1,-7.5%,-1.9%
Cc1ccc(NC(=O)CN2C(=O)CSc3ccc(S(=O)(=O)N(C)C)cc32)c(C)c1,2.0%,-2.3%
CC1Cn2c(C(=O)NCCc3ccc(Cl)cc3)cc3cccc(c32)S1 (centres undefined),?,25.7%
Cc1ccc2onc(CC(=O)N3CCN(c4ccc(Cl)cc4)CC3)c2c1,?,0.2%
Cc1ccc(CNC(=O)C(C)N2CCCC(C(F)(F)F)C2)cc1 (centres undefined),2.5%,4.7%
CC1CCCCC1NC(=O)c1ccc(Cl)nc1 (centres undefined),1.2%,-1.7%
CC1CCCC(NC(=O)c2ccc(F)cc2Br)C1C (centres undefined),-4.8%,-4.9%
COc1ccc(CC(=O)Nc2sc3c(c2C(=O)Nc2ccc(C)cc2)CCCCC3)cc1,10.0%,4.8%
Cc1ccc2cccc(NC(=O)c3ccccc3C)c2n1,55.1%[activator],-2.9%
CC1CCC/C(=N/NC(=O)c2cccs2)C1 (centres undefined),1.0%,-4.1%
O=C(NCc1ccncc1)C1c2ccccc2C(=O)N(Cc2ccccc2)C12CCCCC2 (centres undefined),1.7%,6.7%
CCCCCCCCCCCC(=O)Nc1cccc(C)c1C,5.3%,10.5%
NC(=O)C1CCN(C(=O)CCC(=O)N2CCN(C(=O)c3cc4ccccc4[nH]3)CC2)CC1,-4.0%,-1.5%
Cc1ccc(NC(=O)CCc2ncc(-c3ccccc3F)o2)c(Cl)c1,0.5%,-5.5%

Next compounds follow.
Molecule,AID inhibitor,UDG counterscr
COc1ccc2oc(-c3ccc(NC(=O)c4ccccc4)cc3)nc2c1,-0.2%,-1.5%
COC(=O)c1cnc(NCc2ccc(F)cc2)c2ccccc12,-21.3%,-14.1%
CN(CC(=O)NC(=O)NCc1ccco1)Cc1ccc(Cl)cc1,-4.8%,1.0%
Cc1ccc(C(=O)COC(=O)CC23CC4CC(CC(O)(C4)C2)C3)s1,22.6%,-9.0%
CCOC(=O)C1C(=O)C=C(c2ccc(F)cc2)CC1c1ccc(C(C)C)cc1 (centres undefined),-17.6%,-5.1%
CCOC(=O)c1cc(NC/C=C/c2ccccc2)ccc1N1CCOCC1,-9.4%,-9.6%
Cc1c(CCNC(=O)c2ccc(C(C)(C)C)cc2)sc2nc(-c3ccc(F)cc3)nn12,0.1%,3.0%
Cc1c(Cl)cccc1Nc1nc2ccc(C(=O)c3ccccc3)cc2n2cnnc12,-25.7%,-20.9%
CCc1ccccc1N1CC(c2nc3ccccc3n2CCCCOc2ccccc2)CC1=O (centres undefined),16.0%,-1.4%
Cc1cc2cc(NC(=O)c3nccnc3N)ccc2[nH]1,13.7%,5.1%
O=C1C2=C(Nc3ccccc3SC2c2ccc(C(F)(F)F)cc2)c2ccccc21 (centres undefined),92.0%[activator],-8.2%
O=C(NCc1ccccc1Cl)C1=Cc2cc(Br)ccc2OC1,-17.3%,3.9%
Cc1ccc(-c2ccc(=O)n(Cc3noc(C(=O)NC(C)Cc4ccco4)n3)n2)cc1 (centres undefined),-12.2%,5.1%
CCNC(=O)CSc1nnc(-c2ccccc2Cl)n1-c1cccc(C(F)(F)F)c1,-3.6%,9.3%
CCn1c(C)c(C)c2cc(C(=O)NCCc3cc(OC)ccc3OC)ccc21,?,0.2%
CCc1ccc(C(=O)C(C)OC(=O)c2ccc(CO)cc2)cc1 (centres undefined),0.9%,0.7%
O=C(CSc1ccc(-c2cccs2)nn1)Nc1ccccc1,2.7%,-1.7%[57.5 µM]
CC(C)c1ccc(C(=O)Nc2cc(-c3ccccc3F)nn2-c2ccccc2)cc1,-1.5%,-26.4%
O=C(CCCCCn1c(=O)c2sccc2n(Cc2ccc(Cl)cc2)c1=O)NCc1ccc2c(c1)OCO2,20.7%,3.5%
CCCCc1nc(NCC2CCCO2)c(C#N)c2c1CCCC2 (centres undefined),-24.7%,-13.6%

New compounds follow.
Molecule,AID inhibitor,UDG counterscr
CCOc1ccc(NC(=O)CC2C(=O)N(c3ccc(C)cc3)C(=O)N2CCC2=CCCCC2)cc1 (centres undefined),21.3%,0.5%
Fc1ccc(-c2csc(SCc3ccccc3F)n2)cc1,-10.2%,-1.7%
Cc1ccc(CSCc2ccc(C(=O)NCCc3ccc(Cl)cc3)o2)cc1,?,0.0%
O=C(CN1C(=O)COc2ccc(S(=O)(=O)N3CCCCC3)cc21)NCc1ccc(Cl)cc1,-19.8%,3.6%[57.5 µM]
COc1ccccc1-c1cc(C(F)(F)F)nc(S(=O)(=O)CCCC(=O)Nc2ccccc2F)n1,?,-16.4%
CCOC(=O)C(Cc1c[nH]c2ccccc12)NC(=O)COc1ccc(Cl)c(C)c1 (centres undefined),7.4%,-0.6%[57.5 µM]
CCCN1C=NS(=O)(=O)c2cc(C(=O)NC(C)c3ccccc3)ccc21 (centres undefined),-11.6%,-8.2%
CCC(Oc1ccccc1)C(=O)Nc1ccc2oc(C)nc2c1 (centres undefined),-10.0%,-7.2%
CC(NC(=O)c1ccc(-c2ccccc2)cc1)C1CC2CCC1C2 (centres undefined),-5.7%,-5.4%
CCOc1ccc(CCNC(=O)c2sc3nc4n(c(=O)c3c2C)CCCC4)cc1OCC,-26.8%,18.4%
Cc1cc(Cl)c2cccc(C(F)(F)F)c2n1,-7.0%,0.2%
COc1cccc(C2(c3ccc(O)cc3)CCCC2)c1,-0.8%,-1.2%
OC(COc1ccccc1)CN1CCN(c2nccs2)CC1 (centres undefined),-10.4%,-8.3%
N#C/C(=C\c1ccnc2ccccc12)c1nc2ccccc2s1,?,79.4µM*
CNC(=O)c1ccc(I)cc1,-1.6%,-1.4%
Cc1ccc(NC(=O)CSc2nnc(COc3ccc(Cl)cc3)o2)c(C)c1,63.5%,4.2%
CCCCc1ccc(OC(=O)c2ccc(O)cc2)cc1,2.1%,-2.7%
CC(C)COc1ccc(C(=O)Nc2ccc3oc(=O)ccc3c2)cc1,-1.7%,4.2%
N#Cc1nc(COc2ccccc2F)oc1N1CCCCC1,-26.0%,-12.4%
O=C(Nc1cc(-c2nc3ccccc3o2)ccc1Cl)c1cccc2c(Cl)cccc12,-9.8%,-7.5%

Next section:
Molecule,AID inhibitor,UDG counterscr
CCOC(=O)Cn1c(-c2cccs2)cc2cc(Cl)ccc21,5.0%,-0.6%
Nc1nc(CSc2cccc[n+]2[O-])nc2ccccc12,5.8%,2.9%
Cc1ccc(/C=C/C(=O)Oc2ccc(-c3ccc(C#N)cc3)cc2)o1,1.2%,-6.4%
O=C(O)CCc1ccc(-c2ccccc2)n1-c1ccc(C(=O)O)cc1,30.9%[activator],-17.2%
O=C1OC2C3CC(C2Sc2ccccc2)C(C(=O)O)C13 (centres undefined),3.0%,-3.1%
Cc1ccccc1Nc1c(-c2c[nH]c3ccccc23)nc2cccc(C)n12,-4.1%,-9.0%
CCOc1ccc(NC(=O)c2cc(S(=O)(=O)N3CCOCC3)ccc2F)cc1,-4.2%,-4.5%
Cc1ccccc1Nc1c2c(nc3nncn13)CCC2,1.8%,2.0%
COc1ccc(C)cc1S(=O)(=O)NCC(c1ccc(N(C)C)cc1)N1CCc2ccccc21 (centres undefined),-3.5%,-9.3%
Cc1cc(C)c2nc(N(Cc3cccnc3)C(=O)c3cccs3)sc2c1,?,47.8%[activator]
CC1(C(=O)Nc2cccc(C(F)(F)F)c2)Cc2ccccc2C(=O)O1 (centres undefined),2.5%,-21.9%
COC(=O)c1ccccc1NC(=O)CCc1c(C)nc2cc(-c3ccc(Cl)cc3)nn2c1C,-6.3%,-5.2%
CCOC(=O)c1c(C)[nH]c(C(=O)COc2ncnc3sc4c(c23)CCC4)c1C,3.3%,4.7%
NNc1ccc(S(N)(=O)=O)cc1[N+](=O)[O-],-6.4%,-8.4%
CN(CCC#N)C(=O)COC(=O)c1cccnc1Nc1ccccc1F,-5.9%,0.1%
COc1ccc2c(c1)CC/C(=C\c1ccccc1Br)C2=O,-21.1%&-18.4%,-10.1%&-9.3%
C#Cc1cccc(NC(=O)Cc2ccc(OC)cc2)c1,-20.2%,-19.5%
COc1cccc(CNC(=O)c2ccc3c(c2)nc2n3CCCCC2)c1OC,6.5%,-2.9%
CN(C)C(=O)c1c(NC(=O)c2ccccc2F)sc2c1CCCC2,8.4%,10.5%
CCOc1ccccc1-n1nnc(-c2nc(-c3ccccc3C)no2)c1C,18.0%,-14.3%

Next section
Molecule,AID inhibitor,UDG counterscr
CCCCc1ccc(NC(=O)c2cc3c(=O)n4ccccc4nc3s2)cc1,19.4%,9.9%
CCN(CC)C(=O)c1ccc(Nc2nnc(-c3ccc(C)c(S(=O)(=O)NC)c3)c3ccccc23)cc1,-23.2%,-2.7%
CCC(CC)NC(=O)NC(C)c1ccccc1Br (centres undefined),2.7%,6.3%
CCOc1ccc(NC(=O)CSC2=Nc3ccccc3C3=NC(CCC(=O)NCc4cccs4)C(=O)N23)cc1 (centres undefined),-3.1%,-21.3%
CCCOc1ccc(CNC(=O)C2CCN(c3nn4c(=O)cc(C)nc4s3)CC2)cc1,-5.9%,0.3%
CC(SCc1cccc(C#N)c1)C(=O)NC(C)(C)C (centres undefined),2.6%,3.0%
O=C(CN1CCc2sccc2C1c1cccs1)Nc1cccc(F)c1 (centres undefined),-19.2%,-7.8%
O=C(NCc1ccc(CN2CCCC2)cc1)c1cccc(Br)c1,-4.9%,-4.8%
CCCCN(CCCC)C(=S)SCC(=O)n1c2ccccc2c2ccccc21,-0.5%,-4.0%
COc1ccc(CCNC(=O)c2ccc(Cn3c(=O)c4ccccc4n(Cc4ccccc4Cl)c3=O)cc2)cc1OC,-26.9%,-2.4%
Cc1ccc(NC(=O)c2nccnc2N)cc1I,-2.3%,-9.9%
C[N+]1(CC#Cc2ccc(C#CC[N+]3(C)CCCC3)cc2)CCCC1,-4.7%,4.0%
Cc1coc2c1c(C)cc1oc(=O)c(CC(=O)NCc3ccc(Cl)cc3)c(C)c12,9.0%,-2.1%
O=C(Nc1ccccc1)N(Cc1ccc(F)cc1)c1ccccn1,?,?
Cc1ccsc1CN(C(=O)c1oc2cc(Br)ccc2c1C)C1CCS(=O)(=O)C1 (centres undefined),-22.7%,-10.1%
CSc1cccc(NC(=O)NCc2ccc(Cl)cc2Cl)c1,-6.1%,-1.6%
O=C(/C=C/c1cccs1)N1CCCCCC1,-6.0%,-2.8%
COc1ccc(-c2nc3c(c(SCc4ccc(Br)cc4)n2)Cc2c(CO)cnc(C)c2O3)cc1,-1.7%,-4.8%
N#Cc1nc(C2CC2)oc1N1CCN(CC(=O)NC(N)=O)CC1,3.8%,0.5%
CCCC(=O)N1CCCCC1C(=O)O (centres undefined),1.4%,1.3%

Six compounds picked at random from those above:
Molecule,AID inhibitor,UDG counterscr
O=C(CN1CCc2sccc2C1c1cccs1)Nc1cccc(F)c1 (centres undefined),-19.2%,-7.8%
CCCCN(CCCC)C(=S)SCC(=O)n1c2ccccc2c2ccccc21,-0.5%,-4.0%
N#Cc1nc(C2CC2)oc1N1CCN(CC(=O)NC(N)=O)CC1,3.8%,0.5%
CCCCc1ccc(NC(=O)c2cc3c(=O)n4ccccc4nc3s2)cc1,19.4%,9.9%
O=C(NCc1ccc(CN2CCCC2)cc1)c1cccc(Br)c1,-4.9%,-4.8%
CCN(CC)C(=O)c1ccc(Nc2nnc(-c3ccc(C)c(S(=O)(=O)NC)c3)c3ccccc23)cc1,-23.2%,-2.7%

More compounds.
Molecule,AID inhibitor,UDG counterscr
C/C(=N/N(Cc1ccccc1)c1ccccc1)c1cccs1,-13.7%,-5.8%
COc1cccc(NC(=O)CSc2nc3ccccc3n2C)c1,-1.7%,?
O=S(=O)(NCc1ccccc1Cl)c1ccc(-c2cnc(C3CC3)o2)cc1,-7.6%&-16.9%,1.0%&-7.9%
Cc1nccc(C(=O)NCC(O)c2ccccc2C(F)(F)F)n1 (centres undefined),-7.9%,-7.9%
CC(C)c1ccc(CN(Cc2ccco2)c2cnc(S(C)(=O)=O)nc2C(=O)Nc2ccccc2)cc1,?,-3.5%
COc1ccc(-n2c(-c3ccc(Cl)cc3)cc3c2CC(C)(C)CC3=O)c(OC)c1,?,-13.7%
N#Cc1ccccc1COC(=O)c1ccccc1C(=O)c1ccccc1,-7.4%,-0.1%
